Bioassay records deposited in PubChem BioAssay by several laboratories.
Mcl1 Noxa PPI: disrupts binding of human Mcl-1 to Noxa peptide | Q07820 | TR-FRET Mcl-1/Noxa peptide binding, 2 h | inhibition, % at 21.7 µM | hit rate 1.5% among 220,000 | AID 1022;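 active = compounds that cut the protein-peptide binding signal by more than 50% relative to plate controls in a single-dose test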;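 also: His-tagged Mcl-1 with rhodamine Noxa BH3 peptide and terbium anti-His antibody; 0% = Mcl-1 plus Noxa peptide wells and 100% = peptide-only wells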
Avidin bead fluor: avidin bead compound fluorescence profile | fluorescence (KMESF) at 10 µM | hit rate 0.38% among 220,000 | Avidin beads, compound fluorescence 488/530 nm, flow cytometry; active compounds read high | AID 1775; in the data active = fluorescence above about 47; also: inactives centre near 10
GSH fluor: compound fluoresces at 488/530 nm on GSH beads; GSH beads flow cytometry, compound fluorescence 488/530 nm; active compounds read high; fluorescence (KMESF) at 10 µM; hit rate 0.25% among 190,000; AID 1776; in the data active = fluorescence above about 89;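 also: glutathione beads carrying GST-tagged Bcl family fusion proteins plus one bare bead set; values are compound well signal with DMSO vehicle wells as background; inactives centre near 16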
ABCG2 block: inhibitors of human ABCG2 transporter, ABCB1 counter-screen. Q9UNQ0. IgMXP3 cells, JC-1 efflux, flow cytometry. inhibition, % at 6.6 µM. hit rate 0.1% among 190,000;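 active = inhibition above 80%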;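 also: 0% = DMSO and 100% = nicardipine control wells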
Target sequence (Q9UNQ0 whole entry, looked up): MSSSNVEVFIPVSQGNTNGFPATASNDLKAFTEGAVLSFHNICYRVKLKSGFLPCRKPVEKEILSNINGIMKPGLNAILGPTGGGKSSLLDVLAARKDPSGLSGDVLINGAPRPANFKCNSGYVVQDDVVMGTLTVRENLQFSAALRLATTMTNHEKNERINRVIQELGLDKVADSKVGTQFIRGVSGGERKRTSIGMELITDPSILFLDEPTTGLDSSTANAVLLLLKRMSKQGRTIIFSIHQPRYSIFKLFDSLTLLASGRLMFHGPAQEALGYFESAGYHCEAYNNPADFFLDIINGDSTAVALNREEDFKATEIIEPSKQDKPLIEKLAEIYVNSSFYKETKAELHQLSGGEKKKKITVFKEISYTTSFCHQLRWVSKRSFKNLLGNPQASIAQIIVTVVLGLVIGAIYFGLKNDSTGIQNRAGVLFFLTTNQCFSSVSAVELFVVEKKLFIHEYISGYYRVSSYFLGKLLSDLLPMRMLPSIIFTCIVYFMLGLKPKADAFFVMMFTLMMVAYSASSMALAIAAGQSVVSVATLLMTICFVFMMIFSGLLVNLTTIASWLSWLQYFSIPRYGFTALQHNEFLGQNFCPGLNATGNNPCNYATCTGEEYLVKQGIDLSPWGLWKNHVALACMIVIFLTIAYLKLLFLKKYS
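Incubation: cells with compound and JC-1, 10 min at 25 °C, rotating, no wash / Test system: IgMXP3 (ABCG2) plus far-red-tagged CCRF-Adr (ABCB1) cells / Compound dosing: one concentration, 6.6 µM final / Also added: JC-1 fluorescent substrate / Evaluation: efflux inhibition in percent versus controls / Detection: flow cytometry, 530 nm JC-1 signal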
Mcl1 Bid PPI: disrupts binding of human Mcl-1 to Bid peptide; TR-FRET Mcl-1/Bid-Dy647 peptide binding, 1536-well; inhibition, % at 21.7 µM; Q07820; hit rate 0.97% among 220,000;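 active = compounds that cut the binding signal by more than half at the single screening dose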;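 also: His-tagged Mcl-1 with europium anti-His antibody binding Bid BH3 peptide; 0% = Mcl-1 plus peptide wells and 100% = peptide-only wells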
RGS4-Gao reg: human RGS4-Galphao interaction regulation; P09471; Multiplexed bead flow cytometry, RGS4-Galphao binding; actives lie on both sides; binding response (% of control), % at 10 µM; hit rate 0.33% among 220,000; AID 1415; in the data active = binding response below about 49% or above about 150%; inactive = in between;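 also: fluorescent Galphao activated with aluminum fluoride binding bead-coupled RGS4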
Target sequence (P09471 whole entry, looked up): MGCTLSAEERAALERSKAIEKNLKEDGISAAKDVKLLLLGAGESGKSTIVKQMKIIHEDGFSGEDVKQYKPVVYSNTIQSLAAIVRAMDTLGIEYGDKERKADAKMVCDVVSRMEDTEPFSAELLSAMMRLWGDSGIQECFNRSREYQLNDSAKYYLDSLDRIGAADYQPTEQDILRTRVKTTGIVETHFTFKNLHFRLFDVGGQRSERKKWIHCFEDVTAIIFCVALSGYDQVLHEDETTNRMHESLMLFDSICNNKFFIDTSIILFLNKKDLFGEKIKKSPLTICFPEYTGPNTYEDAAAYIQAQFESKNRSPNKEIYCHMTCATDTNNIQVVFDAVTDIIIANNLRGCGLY
Pf gametocyte: inhibitors of late stage P. falciparum gametocyte viability; hit rate 0.065% among 150,000; AID 743093; P. falciparum stage V gametocytes, ATP luminescence, 24 h; inhibition, % at 10.9 µM;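 active = inhibition above the mean plus 3 SD of compounds within the control limits, set per campaign, cut at about 38% in these data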;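 also: 0% = DMSO wells and 100% = medium only without gametocytes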
ABCB1 inh: inhibitors of human ABCB1 transporter, ABCG2 counter-screen; hit rate 0.067% among 190,000; CCRF-Adr cells, JC-1 efflux, flow cytometry; inhibition, % at 6.6 µM; P08183; in the data active = inhibition above about 40%;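 also: 0% = vehicle and 100% = reference inhibitor; higher value means more JC-1 retained so stronger ABCB1 efflux block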
Bim-Mcl-1: inhibitors of Bim-Mcl-1 interaction, human | Q07820 | Bead-based flow cytometry, Bim peptide-Mcl-1 binding | inhibition, % at 10 µM | hit rate 0.1% among 190,000 | AID 1009; in the data active = inhibition above about 40%;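 also: 0% = no compound tracer wells and 100% = peptide blocker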
RGS8-Gao reg: regulators of human RGS8-Galphao interaction | P09471 | multiplexed bead flow cytometry, RGS8-Galphao binding; actives lie on both sides | response (percent of control binding), % at 10 µM | hit rate 0.34% among 220,000 | AID 1423; in the data active = response below about 60% or above about 140%; inactive = in between;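 also: Galphao activated as the GDP aluminium fluoride complex binding bead-coupled RGS8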
RGS7-Gao reg: modulates binding of RGS7 to human Galphao | Multiplexed bead flow cytometry; actives lie on both sides | binding response (% of control), % at 10 µM | hit rate 0.35% among 220,000; in the data active = binding response below about 49% or above about 150%; inconclusive = no clear call, values can overlap the other calls; inactive = in between;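 also: fluorescent Galphao held in activated GDP-AlF4 state binding bead-coupled RGS7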
* marks the source's active call; other numbers are inactive results; u = inconclusive; x = not tested or not shown; [ ] = another dose, or the depositor's remark.

SMILES	Mcl1 Noxa PPI	Avidin bead fluor	GSH fluor	ABCG2 block	Mcl1 Bid PPI	RGS4-Gao reg	Pf gametocyte	ABCB1 inh	Bim-Mcl-1	RGS8-Gao reg	RGS7-Gao reg
CC(=O)c1ccc(N=C2SCCCN2C(=O)C2CCCCC2)cc1	-18	7	13	5	-6	91	2	-0.2	-4	95	97
Cc1cc(N2CCN(C)CC2)nc2ccc(NC(=S)N3CCN(c4ccccn4)CC3)cc12	-7	11	19	9	-90	103	-12	2.2	-2	102	u
CCC(=O)N1CCc2cc(S(=O)(=O)NCCC(=O)N3CC=C(c4ccccc4)CC3)ccc21	12	13	27	3	1	95	-5	1.1	-8	94	92
Fc1ccc(-c2cnc(-c3cccs3)o2)cc1	5	19	30	7	13	106	9	0.5	2	101	104
CN(C)c1ccc(P(=O)(Nc2ccccc2)N2CCOCC2)c(NC(=O)c2cccs2)c1 (stereo unspecified)	23	4	7	-4	-24	101	-7	0.7	-3	100	98
CCn1cnc2sc(-c3ccccc3)cc2c1=O	12	17	30	7	-12	90	x	0.6	-2	91	87
Cc1nn(CCc2nn[nH]n2)c2nc(-c3ccc(C4CCCCC4)cc3)cc(C(F)(F)F)c12	-45	9	17	0	59*	102	1	-0.3	0	103	100
Cn1c(NC(=O)c2ccc(S(=O)(=O)N3CCCCC3)cc2)cc(=O)n(C)c1=O	1	1	18	14	11	92	-9	5.0	-5	73	94
CC(C)SCCCOc1ccc(C(C)(C)C)cc1	19	6	16	2	-2	100	x	0.4	-2	99	92
O=C1CCC(/C=C/c2ccccc2)=NN1Cc1ccc(F)cc1	-2	10	12	0	43	104	-2	0.2	-1	102	104
O=C(O)c1ccccc1-c1ccccc1C(=O)Nc1cccc(O)c1	-14	14	21	0	-24	102	x	0.5	1	99	103
O=C(/C=C/c1ccc(F)cc1)NCCCN1CCN(CCCNC(=O)/C=C/c2ccc(F)cc2)CC1	19	13	12	4	-14	115	3	0.2	-3	120	115
Cc1cc(NC(=O)c2cccc(C(=O)Nc3cc(C)on3)n2)no1	-209	9	14	4	-13	98	4	0.5	4	100	98
Cc1ccc(C2NC(=O)c3c(sc4c3CCN(C)C4)N2)o1 (stereo unspecified)	-16	33	12	1	-11	100	x	0.5	-1	100	97
O=C(COc1ccccc1CNCc1ccccc1)Nc1ccccc1	24	10	9	2	-8	99	x	0.6	-2	100	98
C=C(C)CN(CC)C(=O)CSc1nc2ncc(Cl)cc2[nH]1	33	7	13	6	-5	97	x	0.6	-7	92	97
COC(=O)Cn1c2c(c3cc(C)ccc31)CCCC2NC(C)c1ccccc1 (stereo unspecified)	-20	7	x	x	-83	109	-32	x	x	99	u
Nc1c(C(=O)O)sc2nc(-c3ccccc3)cc(-c3ccccc3)c12	20	8	x	x	-19	99	8	x	x	96	u
COc1ccc(C=C2C(=O)c3ccccc3C2=O)cc1O	18	6	20	0	-26	98	2	-0.1	0	100	102
Cc1nnc(NC(=O)Cn2c(=O)sc3ccccc32)s1	-1	3	26	0	-11	103	x	-0.5	2	95	104
O=C(COC(=O)CCS(=O)(=O)c1ccc(Cl)cc1)Nc1ncc(Cl)cc1Cl	12	4	35	1	93*	111	x	0.1	1	118	108
Cc1ccc(NC(=O)Nc2ccc3c(c2)nc(C)n3C)cc1C	-4	8	11	-5	-7	106	x	-2.6	0	107	109
CN(C)C(=O)c1ccccc1Sc1cc(Cl)ccc1Cl	5	12	21	0	-16	100	23	0.1	1	100	104
CCc1nc(SCC(=O)N2CCC(C)CC2)c2c(=O)n(C)c(=O)n(C)c2n1	0	8	26	3	-15	100	x	2.1	0	102	103
COCC(=O)Nc1nc(-c2ccc([N+](=O)[O-])cc2)cs1	12	10	13	16	-14	104	-7	0.9	3	104	107

Record cards (already shown). Order of values: Mcl1 Noxa PPI | Avidin bead fluor | GSH fluor | ABCG2 block | Mcl1 Bid PPI | RGS4-Gao reg | Pf gametocyte | ABCB1 inh | Bim-Mcl-1 | RGS8-Gao reg | RGS7-Gao reg
Results for CN(C)c1ccc(P(=O)(Nc2ccccc2)N2CCOCC2)c(NC(=O)c2cccs2)c1 (stereo unspecified) = 23 | 4 | 7 | -4 | -24 | 101 | -7 | 0.7 | -3 | 100 | 98
Results for O=C(COc1ccccc1CNCc1ccccc1)Nc1ccccc1 = 24 | 10 | 9 | 2 | -8 | 99 | x | 0.6 | -2 | 100 | 98

(further entries)
SMILES	Mcl1 Noxa PPI	Avidin bead fluor	GSH fluor	ABCG2 block	Mcl1 Bid PPI	RGS4-Gao reg	Pf gametocyte	ABCB1 inh	Bim-Mcl-1	RGS8-Gao reg	RGS7-Gao reg
Cc1cccc(-n2c(O)c(C=Nc3c(C)n(C)n(-c4ccccc4)c3=O)c3ccccc3c2=O)n1	3	7	4	5	-55	96	x	0.5	0	99	96
O=C(COC(=O)c1cccc(S(=O)(=O)NCc2ccccc2)c1)NCC1CCCO1 (stereo unspecified)	11	8	26	1	-41	99	-34	0.0	0	99	u
O=C(CCCCCNC(=O)c1ccccc1)N/N=C/c1ccco1	0	11	17	-5	-27	97	-13	-2.0	0	100	97
COc1ccc(Cn2ccnc2)cc1[N+](=O)[O-]	4	11	12	0	-4	95	5	0.7	-5	100	98
O=C1CC(SCCc2nc3ccccc3[nH]2)C(=O)N1c1ccc(F)cc1 (stereo unspecified)	21	26	9	0	-6	104	x	0.2	-3	104	100
CN(C)C(=O)NCc1ccc(S(N)(=O)=O)cc1	7	9	29	1	12	92	2	0.2	-4	95	92
NNC(=O)CN1C(CN2CCOCC2)=Nc2ccc(Br)cc2C1c1ccccc1 (stereo unspecified)	-8	8	20	0	-28	109	x	0.3	1	118	123
CCCN1CCN(C(=O)Cn2cnc3ccc(S(=O)(=O)N4CCC(C)CC4)cc3c2=O)CC1	7	9	20	-1	0	100	-18	0.3	1	101	99
CCC(Sc1nccn1C)C(=O)Nc1nnc(C)s1 (stereo unspecified)	13	7	21	1	-5	101	x	0.5	1	102	95
O=C(O)c1cn(Cc2ccccc2)nc1-c1cccnc1	25	11	11	2	-1	102	-3	0.1	0	102	102
O=c1c2ccc([N+](=O)[O-])cc2ncn1CCOc1ccc(Cl)cc1	6	8	16	0	-10	97	-12	0.1	1	89	105
Cc1ccc(N=Nc2c(N)[nH]n3c(=O)cc(C)nc23)cc1	11	6	1	-4	-60	103	x	-0.6	3	104	101
Cc1ccc(S(=O)(=O)N2CCCCC2)cc1C(=O)Nc1ccc2cn[nH]c2c1	-4	10	27	4	-19	91	x	0.8	-4	90	92
Cc1ccc(S(=O)(=O)N2CCCCC2)cc1NC(=S)NC(=O)c1ccco1	2	5	x	x	-67	85	3	x	x	95	u
CCCCn1c2nc3ccccc3nc2c2c(=O)n(C(C)CC)cnc21 (stereo unspecified)	-6	33	47	2	-1	98	x	0.8	0	101	102
N#CCCN(C(=O)COC(=O)COc1ccc(Cl)cc1)c1ccccc1	12	35	22	0	-2	103	7	0.0	0	101	109
CNC(=S)N/N=C(\C)c1cccc(C(F)(F)F)c1	12	13	12	6	-24	102	8	0.0	1	100	u
CCCC(=O)NC(=S)Nc1cccc(NC(=O)c2ccc(Cl)cc2Cl)c1	-4	15	32	52	-31	106	x	2.0	-2	104	108
C[N+]1(CC(=O)OCCCC2CCCCC2)CCCC1	19	9	18	1	-7	98	-22	0.1	-1	101	98
COc1ccc(-c2cc(-c3cccs3)nc3sc(C#N)c(N)c23)cc1	24	20	9	-6	-40	103	1	-1.2	3	102	110
COc1ccc(-c2cc(C(F)(F)F)c(C#N)c(SCC(=O)Nc3ccccc3C#N)n2)cc1	-17	49*	71	0	-11	256*[activator]	x	0.2	0	121	153*[activator]
Cc1cccc(N2C(=O)C3C(c4ccccc4)OC4(C(=O)c5ccccc5C4=O)C3C2=O)c1 (stereo unspecified)	17	12	79	2	-5	108	x	0.7	-1	106	106
C/C=C(/C(=C/C)c1ccc(O)cc1)c1ccc(O)cc1	-11	11	18	2	-2	103	x	0.5	-3	101	105
O=C(N/N=C/c1ccco1)c1cc([N+](=O)[O-])cc([N+](=O)[O-])c1	6	12	4	12	-17	102	-47	0.8	-2	102	101
CCOc1ccc(CCN2C(=O)CCC2(C)C(=O)NC(C)CC)cc1OCC (stereo unspecified)	3	31	14	1	-22	104	3	0.6	0	101	100
New compounds follow.
SMILES	Mcl1 Noxa PPI	Avidin bead fluor	GSH fluor	ABCG2 block	Mcl1 Bid PPI	RGS4-Gao reg	Pf gametocyte	ABCB1 inh	Bim-Mcl-1	RGS8-Gao reg	RGS7-Gao reg
Cc1ccc(CN2C(=O)CCC2C(=O)N2CCN(c3ccccc3)CC2)cc1 (stereo unspecified)	8	x	13	-1	-9	97	12	-0.6	0	101	97
Cc1cccc(NC(=O)/C(C#N)=C/c2ccc(Sc3ccccc3)o2)c1C	-14	15	9	7	-13	98	3	1.4	-2	97	97
Cc1cc(NC(=O)CSc2nnc(NCc3ccccc3)s2)no1	3	18	x	x	-20	100	-5	x	x	99	u
Cc1ccccc1NC(=O)COC(=O)CCSc1ccccc1	7	10	11	6	-13	96	x	-0.2	2	102	102
CC(C)Oc1ccc(CSc2ncn[nH]2)cc1	11	12	11	0	-16	106	8	-0.3	-1	104	106
COc1ccccc1-c1noc(CCCC(=O)N2CCOCC2)n1	-12	5	x	x	-23	100	-25	x	x	100	u
CC(C)CN(C(=O)CSc1nnnn1C)C1CCS(=O)(=O)C1 (stereo unspecified)	-22	12	14	-2	-10	98	-6	-0.1	0	100	97
CCOC(=O)CCCSc1nnc(CCCCCN2C(=O)c3cccc4cccc(c34)C2=O)o1	6	12	18	6	1	98	-3	1.4	-1	101	96
CCOC(=O)c1cc(=O)c2c([N+](=O)[O-])ccc(OC)c2o1	13	1	16	12	-23	97	-8	0.4	-21	76	97
COc1ccc(S(=O)(=O)Nc2ccccn2)c(C)c1C	6	36	12	0	6	101	x	0.1	-2	98	100
COc1ccc(C(=O)/C(=C/N(C)C)S(=O)(=O)c2ccccc2)cc1	14	11	18	0	2	105	-6	-0.6	2	102	95
Cc1c(NS(=O)(=O)c2cccs2)c(=O)n(-c2ccccc2)n1C	1	7	61	0	-22	104	x	0.1	-1	101	100
COCC(C)n1c(SCc2ccc(OC)c(F)c2)nc2ccccc2c1=O (stereo unspecified)	3	22	15	3	4	107	x	1.1	-2	110	104
Cc1nc2cc(NC(=O)N3CCCC3)ccc2n1C	6	11	10	-1	-19	107	0	-0.2	3	120	110
O=C(Cn1c(N2CCN(C/C=C/c3ccccc3)CC2)nc2ccccc21)c1ccccc1	-14	9	9	-3	-14	100	7	0.5	0	103	u
Cn1ncc2c(=O)n(CC(=O)NC34CC5CC(CC(C5)C3)C4)cnc21	-25	84*	26	5	-7	105	x	0.3	-7	102	122
O=C(COC(=O)c1cccs1)Nc1cc(S(=O)(=O)N2CCOCC2)ccc1Cl	4	7	20	0	-10	103	-3	0.0	-2	102	99
